STEP inh = STEP (human) phosphatase inhibition; recombinant STEP, OMFP fluorogenic substrate, fluorescence; hit rate 0.25% among 360,000; P54829; inhibition, % at 20 µM;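 active = inhibition at 20 µM, scaled per plate between control wells, above about 37%, limit read from the data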;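 note: 0% = DMSO with enzyme and substrate and 100% = substrate only without enzyme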
Target sequence (P54829 whole entry, looked up): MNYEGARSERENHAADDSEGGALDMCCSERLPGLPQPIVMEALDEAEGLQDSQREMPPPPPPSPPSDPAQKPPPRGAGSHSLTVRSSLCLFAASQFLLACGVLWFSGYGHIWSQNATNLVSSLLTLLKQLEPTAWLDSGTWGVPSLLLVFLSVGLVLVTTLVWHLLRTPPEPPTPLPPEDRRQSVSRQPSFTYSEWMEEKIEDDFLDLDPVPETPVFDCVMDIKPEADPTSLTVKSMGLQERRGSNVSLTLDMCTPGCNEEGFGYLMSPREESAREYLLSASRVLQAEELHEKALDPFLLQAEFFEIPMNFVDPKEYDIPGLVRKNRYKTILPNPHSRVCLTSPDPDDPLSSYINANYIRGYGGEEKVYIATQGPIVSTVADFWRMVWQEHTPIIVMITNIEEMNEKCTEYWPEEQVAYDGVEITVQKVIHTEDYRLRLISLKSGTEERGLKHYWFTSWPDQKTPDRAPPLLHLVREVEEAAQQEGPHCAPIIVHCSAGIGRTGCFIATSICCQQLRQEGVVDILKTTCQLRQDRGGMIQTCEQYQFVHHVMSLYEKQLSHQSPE
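Material: STEP (striatal-enriched tyrosine phosphatase) enzyme, cell-free; Compound dosing: 20 µM single dose in 1% DMSO; Technique: fluorescence read at 480 nm ex / 540 nm em; Times: reaction 20 min, ambient temperature; Medium: 50 mM Bis-Tris pH 6.0 with 2.5 mM DTT and 0.005% Tween 20; Also added: OMFP at 25 µM.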
Scp1 inh = Scp-1 (human) phosphatase inhibition. Recombinant Scp1, phosphopeptide, malachite green phosphate absorbance. inhibition, % at 20 µM. hit rate 0.88% among 340,000. AID 493091;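 active = inhibition above about 50% at 20 µM, limit read from the data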;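 note: plate controls were DMSO wells with enzyme for no effect and wells lacking enzyme for full effect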
Target sequence (Q9GZU7 76-261 limits assumed): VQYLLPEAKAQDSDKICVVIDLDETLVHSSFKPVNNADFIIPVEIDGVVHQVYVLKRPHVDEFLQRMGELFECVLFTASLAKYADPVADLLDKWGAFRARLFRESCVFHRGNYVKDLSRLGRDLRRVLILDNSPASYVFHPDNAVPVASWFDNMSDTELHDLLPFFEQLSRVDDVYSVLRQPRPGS
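System: truncated SCP-1 phosphatase (76-261aa); medium: Tris acetate buffer pH 5.5 with MgCl2 and Tween-20; incubation: 45 min room-temperature reaction, 5 min colour, 30 min stabiliser; compound: single 20 µM dose, 1% DMSO; reagent: Phosphorylated 17-residue peptide substrate; read-out: % inhibition at 20 µM; technique: colorimetric free-phosphate detection, absorbance 630 nm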
CendR NRP1 mod = modulators of CendR peptide binding to human neuropilin-1; O14786; FAM-RPARPAR peptide binding to NRP-1, fluorescence polarization; inhibition, % at 25 µM; hit rate 0.85% among 360,000; AID 602438;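 active = inhibition or corrected inhibition above about 18%, plus a signal ratio from 0.5 to 1.5, limit read from the data, passing the limit was not always enough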; note: strong numbers were not always called active
Tb MetRS inh = Trypanosoma brucei MetRS inhibition | purified T. brucei MetRS, ATP depletion, Kinase-Glo luminescence | inhibition, % at 11.9 µM | hit rate 0.4% among 360,000;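 active = inhibition above a per-plate cutoff of the control wells' mean inhibition plus 3 SD, cut at about 5.5% in these data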;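 note: 0% = DMSO wells median and 100% = median of wells with control inhibitor compound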
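Material: T. brucei methionyl-tRNA synthetase, purified; reagent: substrates ATP, L-methionine and bulk Escherichia coli tRNA; dosing: 11.9 µM single point; timing: 15 min plus 2 h at 25 °C; detection: luminescence of leftover ATP; evaluation: % inhibition; control set: DMSO-only wells as low control; replicates: singlicate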
LMPTP block = blocks human LMPTP phosphatase; recombinant LMPTP-A, OMFP fluorogenic substrate, fluorescence intensity; P24666; hit rate 0.22% among 360,000; inhibition, % at 20 µM; AID 651560;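 active = compounds that cut the enzyme signal by at least half of the control window in the single-dose screen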;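 note: plate controls were DMSO wells with enzyme plus substrate for no effect and substrate without enzyme for full effect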
Target sequence (P24666 whole entry, looked up): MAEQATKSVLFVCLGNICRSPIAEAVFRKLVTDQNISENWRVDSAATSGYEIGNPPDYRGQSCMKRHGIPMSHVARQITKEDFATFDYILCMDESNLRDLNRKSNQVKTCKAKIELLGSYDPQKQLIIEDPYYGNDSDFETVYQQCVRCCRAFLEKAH
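Buffer or medium: Bis-Tris pH 6.0, DTT, detergent; Assay system: LMPTP-A enzyme; Quantity: 0.625 nM enzyme; Detection: endpoint fluorescence intensity; Times: 50 min dark incubation at room temperature; Controls: substrate-only low control, DMSO enzyme-plus-substrate high control; Doses: single 20 µM dose; Read-out: percent inhibition versus substrate-only and uninhibited controls; Reagent: 400 µM OMFP.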
MsrA inhibitor = inhibits bovine methionine sulfoxide reductase A. purified bovine MsrA, absorbance read-out. inhibition, % at 15.5 µM. hit rate 0.75% among 360,000; in the data active = inhibition above about 4.5%;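 note: 0% = vehicle wells with enzyme and 100% = reference inhibitor wells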
eLon inh = E. coli protease La inhibition | P0A9M0 | purified E. coli Lon protease, fluorescence polarization | inhibition, % at 7.94 µM | hit rate 0.42% among 360,000 | AID 602123; in the data active = inhibition above about 13%, passing the limit was not always enough;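 note: 0% = enzyme with probe and DMSO and 100% = no enzyme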
DNMT1 inh = blocks human DNA methyltransferase DNMT1. P26358. DNMT1 molecular beacon, Hinp1I cleavage, fluorescence. inhibition (reported as % activation of signal), % at 10 µM. hit rate 0.83% among 360,000. AID 588458; in the data active = inhibition above about 50%
MsrA act = activators of bovine methionine sulfoxide reductase A; hit rate 0.3% among 360,000; activation, % at 10.6 µM; purified bovine MsrA, absorbance read-out; AID 602163; in the data active = activation above about 7.5%;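 note: 0% = vehicle and 100% = reference activator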
SUMO1-SIM PPI = modulators of human SUMO1-mediated protein-protein interactions; hit rate 0.33% among 360,000; SUMO1 binding to a labelled peptide, TR-FRET, 1 h; inhibition, % at 20 µM; in the data active = inhibition above about 37%
Target sequence (P63165 whole entry, looked up): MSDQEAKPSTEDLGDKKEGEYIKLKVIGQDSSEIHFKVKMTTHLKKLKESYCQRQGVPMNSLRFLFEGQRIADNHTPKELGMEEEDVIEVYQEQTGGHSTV
* hit, by the source's call; . = no result given.

Compound | STEP inh | Scp1 inh | CendR NRP1 mod | Tb MetRS inh | LMPTP block | MsrA inhibitor | eLon inh | DNMT1 inh | MsrA act | SUMO1-SIM PPI
Cc1ccc(C2=NN(CCC#N)C(=O)CO2)cc1 | -2.2 | -1.6 | 2.7 | -0.7 | -0.9 | 0.1 | -3.6 | -1.7 | -2.9 | -3.0
O=S1(=O)CCN(Cc2ccccc2)CC1 | 0.3 | . | -1.3 | -0.1 | -2.4 | -1.4 | 10.1 | 2.1 | -1.8 | 5.4
COc1ccccc1N1CCN(CC(=O)N2CCCC2)CC1 | 2.4 | -4.2 | 11.3 | -1.4 | -2.4 | 0.2 | 10.1 | 2.6 | -13.2 | 2.1
CCCn1c(N)c(N(CCOC)C(=O)COC(=O)CSc2cc(C)c3ccccc3n2)c(=O)[nH]c1=O | -1.5 | 1.4 | -3.3 | -0.1 | -1.5 | 0.6 | -14.9 | -1.4 | -4.3 | 3.6
COc1ccc(Nc2nc(NCc3ccco3)nc(N3CCOCC3)n2)cc1 | 3.6 | -5.8 | -5.9 | -0.4 | 1.3 | 0.5 | -4.8 | -0.2 | -3.9 | 5.1
NS(=O)(=O)c1ccc(NNC(=O)c2ccccc2)cc1 | -1.2 | -7.9 | -5.1 | 1.1 | -0.2 | -0.4 | 3.3 | -1.2 | 2.7 | 8.2
CN(C)C(=O)CCc1ccc2c3c([nH]c2c1)[C@]1(CCc2ccccc2)[C@@H](C(=O)N2CCCCC2)C[C@H](CC(=O)NCc2cccc(C(F)(F)F)c2)C(=O)N1CC3 | 2.0 | 6.5 | 1.0 | -0.1 | 6.3 | -1.0 | -13.9 | -25.3 | -0.5 | 4.5
Cc1ccc(S(=O)(=O)N2CCCCC2)cc1NC(=O)CNc1ccccc1N1CCCC1=O | -1.3 | -7.6 | -6.9 | -0.3 | 0.8 | 0.4 | 3.0 | -5.3 | -2.2 | -1.1
O=C(NN=C1CCCC1)c1ccccc1[N+](=O)[O-] | -1.2 | -2.8 | -5.4 | -0.6 | -0.8 | 0.1 | 1.4 | -0.2 | 2.5 | -3.1
CCOC(=O)CSc1nc2c(c(=O)[nH]c(=O)n2C)n1Cc1ccccc1 | -1.9 | -1.2 | -1.6 | -0.5 | -0.9 | -0.4 | 0.6 | -0.4 | -5.1 | 0.0
O=C(Cn1c(=O)sc2ccccc21)Nc1nc2c(s1)CCCC2 | 2.3 | 3.8 | 2.1 | -1.6 | -0.7 | 0.8 | -10.9 | 4.2 | -12.2 | 1.9
CCCCN(C(=O)c1cc2ccccc2o1)c1c(N)n(CC(C)C)c(=O)[nH]c1=O | 0.8 | -4.9 | 3.7 | -0.7 | 0.9 | -0.1 | 16.8 | -3.6 | -1.7 | -0.3
OC[C@@H]1CN(Cc2ccc(-c3ccccc3)cc2)C[C@H](n2cnc3c(NC4CCC4)ncnc32)O1 | -1.0 | . | -9.1 | -0.4 | 1.4 | -1.5 | -1.9 | -3.6 | -2.0 | -2.7
O=C(NCCCN1CCCC1=O)c1ccc([N+](=O)[O-])s1 | -1.0 | 1.0 | -0.3 | -0.3 | -0.3 | 3.4 | 3.6 | 1.1 | -1.3 | -37.8
COc1ccc(-c2ccc(CN3C(C(C)C)C(=O)N(Cc4cn(Cc5ccco5)nn4)CCS3(=O)=O)cc2)cn1 (stereo not drawn) | -3.0 | . | 3.1 | -0.5 | 0.5 | 1.0 | 1.6 | -3.9 | -2.4 | 2.6

The list continues:
Compound | STEP inh | Scp1 inh | CendR NRP1 mod | Tb MetRS inh | LMPTP block | MsrA inhibitor | eLon inh | DNMT1 inh | MsrA act | SUMO1-SIM PPI
CCN(CC)S(=O)(=O)c1ccc(N2CCOCC2)c(NS(=O)(=O)c2ccc(C)c(C)c2)c1 | -0.5 | -2.4 | 4.7 | 0.3 | 0.5 | -0.9 | -0.9 | 1.9 | -2.3 | 0.8
O=C(NC(=O)N1CCN(c2ccc([N+](=O)[O-])cn2)CC1)c1ccccc1F | -3.4 | -7.0 | -0.6 | 0.1 | -3.5 | 0.9 | 6.4 | 1.7 | -2.3 | -23.2
Cc1ccc(Cn2cc(CCC(=O)O)c3ccccc32)cc1 | 32.0 | -22.2 | -3.7 | -0.2 | 0.9 | 0.1 | -6.1 | -1.0 | -2.7 | 6.3
CC(=O)N1CCN(C(=O)c2cc(-c3ccc(C)o3)nc3ccccc23)CC1 | -3.3 | -8.9 | -0.3 | -1.1 | -0.4 | 3.7 | -1.1 | 1.1 | -4.1 | -4.0
CSc1nccc(-c2nn(-c3ccc(C)cc3)ccc2=O)n1 | 0.8 | -9.2 | -1.3 | -0.5 | 1.2 | 1.6 | -12.2 | 0.2 | -4.7 | -19.5
CC(=O)c1ccc(OCCCC(=O)NCCc2ccccc2)cc1 | -0.8 | 1.1 | -0.6 | -0.3 | 0.7 | 0.3 | 1.6 | -0.9 | -1.3 | 4.5
CC[C@]1(C(=O)OC)[C@H]2C(=O)N(Cc3ccccc3)C(=O)[C@H]2[C@H]2CN=C(SCC3CC3)N21 | 0.7 | 53.7* | 8.6 | -1.2 | -2.0 | 0.2 | -1.1 | 3.2 | -7.0 | 1.7
CCOC(=O)[C@]12CCC=C1N(Cc1ccc3c(c1)OCO3)C(=O)[C@H](CC(=O)N1CCSCC1)C2 | . | . | -1.9 | -0.8 | -1.8 | 0.5 | -5.1 | . | 1.1 | -0.4
Nc1c(Cl)cc(Cl)cc1C(=O)OCC(=O)N1CCOCC1 | -1.8 | 4.0 | -7.9 | -0.9 | -1.0 | 0.2 | -12.7 | 3.2 | -9.5 | -2.1
CCOc1c2ccc(C(=O)N[C@H](C)C3CCCCC3)cc2nn1CC | -1.9 | 2.6 | -3.5 | -0.4 | -0.7 | 0.3 | -2.6 | 1.2 | -4.4 | -0.6
CCN(CC)CCn1c2c(c(SCC(=O)Nc3ccc(F)c(F)c3)nc1=O)CCC2 | 0.1 | -0.1 | 1.2 | -0.4 | 0.7 | 0.8 | -0.5 | 0.8 | -10.1 | 2.3
N#Cc1cccc(NS(=O)(=O)c2ccccc2Cl)c1 | -1.7 | -3.4 | 4.0 | -0.5 | -0.6 | -0.9 | -9.9 | 2.0 | -0.1 | -2.2
CCOC(=O)c1cccc(NC(=O)c2ccc(NC(=O)C3CCCO3)cc2)c1 (stereo not drawn) | 0.9 | -5.8 | 11.0 | -0.4 | -0.6 | -1.7 | 11.1 | 2.9 | -0.2 | 2.8
CCOc1ccccc1C1C(C#N)=C(N)Oc2cc(C)n(Cc3ccccn3)c(=O)c21 (stereo not drawn) | -4.2 | -4.9 | -25.7 | -1.5 | -0.8 | -0.9 | -4.1 | 2.5 | -11.7 | -1.8
CC1CC(Nc2ccccc2N)=CC(=O)O1 (stereo not drawn) | -3.8 | -1.6 | -14.7 | -1.7 | -0.3 | -0.2 | -5.8 | -6.4 | -5.1 | -5.3

(next part)
Compound | STEP inh | Scp1 inh | CendR NRP1 mod | Tb MetRS inh | LMPTP block | MsrA inhibitor | eLon inh | DNMT1 inh | MsrA act | SUMO1-SIM PPI
Cc1ccc(NS(=O)(=O)c2ccccc2[N+](=O)[O-])cc1S(=O)(=O)N1CCCCC1 | -2.9 | -10.5 | 2.8 | 0.0 | 0.2 | -0.1 | -6.3 | 0.7 | -0.1 | 0.0
COC(=O)c1ccc(N2C(=O)CC(Sc3n[nH]c(C)n3)C2=O)cc1 (stereo not drawn) | -0.2 | 6.5 | -6.0 | -1.9 | -0.7 | -1.4 | -9.5 | -1.8 | -13.4 | 2.8
NC(=O)CC1C(=O)N(c2ccc(Cl)cc2)C(=S)N1NC(=O)c1cccc(F)c1 (stereo not drawn) | -0.2 | -1.6 | -9.8 | -1.0 | -0.6 | -1.1 | -3.8 | -0.9 | -2.6 | 5.0
CCc1ccc(C)c(OC(=O)c2cncc(Br)c2)c1 | 2.5 | -9.4 | 3.4 | -0.1 | 0.5 | -0.1 | -6.5 | 1.5 | -2.1 | -0.1
Cc1ccc(OCCC(=O)OCc2csc(CC(=O)Nc3ccccc3C)n2)cc1 | -1.3 | -2.4 | 9.0 | -0.6 | 0.3 | 0.5 | 1.1 | -2.1 | -5.2 | -4.6
Cc1cc([N+](=O)[O-])ccc1NC(=S)NC1CCCC1 | 2.3 | -10.7 | 13.1 | 0.0 | 0.4 | 2.5 | -5.7 | 2.9 | -1.4 | -14.3
COc1ccc(/C=N/NC(=O)c2ccccc2Cl)cc1CSc1nc2ccccc2s1 | -1.0 | -8.0 | 31.3* | -1.0 | 2.4 | 2.4 | -4.6 | -12.8 | -10.4 | -3.2
CCn1cc(C(=O)NCC(OC)OC)c(=O)c2cc(S(=O)(=O)N(C)C3CCCCC3)ccc21 | -0.7 | -2.5 | 1.3 | -0.4 | -0.4 | 1.0 | 0.8 | 1.0 | -2.9 | 0.1
CCc1c(C)nc2ncnn2c1N1CCCC(C(=O)NCc2ccco2)C1 (stereo not drawn) | 6.4 | 4.6 | -5.3 | -0.7 | 0.0 | 1.3 | 4.8 | 4.8 | -9.3 | -0.3
Cc1[nH]nc(-c2ccc(OCc3cnn(-c4ccccc4)c3)cc2O)c1Oc1ccc(F)cc1 | 1.4 | -4.8 | 4.4 | 0.0 | 2.3 | 0.9 | -2.4 | -14.6 | -1.6 | 2.7
CC(C)(C)C(=O)O/N=C1\CCS(=O)(=O)c2sccc21 | 1.5 | -10.7 | 1.4 | 0.0 | 0.5 | -0.9 | -6.4 | -3.9 | -2.3 | 0.3
CCOC(=O)C1C(c2cc(OC)c(OC)c(OC)c2)NC(=S)NC1(O)C(F)(F)F (stereo not drawn) | -0.4 | -3.3 | 10.1 | 0.1 | -0.4 | 1.5 | 1.3 | -4.0 | -3.6 | 1.9
CCCCn1c(N)c(N(CCC(C)C)C(=O)c2c(CC)noc2C)c(=O)[nH]c1=O | -1.3 | . | 16.9 | -0.3 | -0.3 | 1.0 | -2.7 | 0.2 | -4.2 | -0.7
Nc1ccccc1NC1=CC(=O)CC(c2ccco2)C1 (stereo not drawn) | 0.1 | -1.6 | 3.3 | -0.7 | 1.1 | 1.4 | -4.2 | -1.2 | -0.5 | 0.0
Cc1cc(C)cc(N(CCC(=O)Nc2nnc(C3CC3)s2)S(=O)(=O)c2ccc(Cl)cc2)c1 | -1.7 | 0.3 | -1.5 | -1.6 | 1.7 | 0.6 | 5.8 | -2.8 | -10.6 | -4.1
CS(=O)(=O)N(CC(=O)NCc1cccnc1)C1CCCCC1 | -7.9 | -9.1 | -0.1 | -0.8 | -1.7 | 0.4 | -1.5 | -3.6 | -5.0 | 1.0
CCOc1ccc(-c2cccc(NS(=O)(=O)c3ccc([N+](=O)[O-])cc3)c2)nn1 | -0.8 | 1.8 | -4.8 | 0.7 | 1.8 | -0.5 | -8.7 | 4.7 | -2.1 | -21.6
